# Screening data as filed in PubChem BioAssay.
# S1P4 antag – antagonists of human S1P4 receptor; inhibition, % at 4.98 µM; S1P4-expressing cells, antagonist mode, reporter read-out; AID 1510; 0.26% of 220,000 active; in the data active means inhibition above about 29%;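 further: 0% = wells stimulated with agonist and 100% = vehicle wells without agonist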
# Target sequence (O95977 whole entry, looked up): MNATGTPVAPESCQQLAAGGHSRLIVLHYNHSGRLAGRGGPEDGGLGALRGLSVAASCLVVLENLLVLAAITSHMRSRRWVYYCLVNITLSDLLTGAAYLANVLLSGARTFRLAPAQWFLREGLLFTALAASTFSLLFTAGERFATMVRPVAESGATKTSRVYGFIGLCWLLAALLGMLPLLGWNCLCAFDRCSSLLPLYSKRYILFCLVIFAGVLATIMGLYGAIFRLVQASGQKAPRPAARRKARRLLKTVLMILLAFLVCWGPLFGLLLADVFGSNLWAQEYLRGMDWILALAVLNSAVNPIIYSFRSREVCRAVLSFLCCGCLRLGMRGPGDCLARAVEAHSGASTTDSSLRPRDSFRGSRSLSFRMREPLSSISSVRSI
# Ba/F3 V617F tox – reduce viability of Ba/F3 cells dependent on JAK2V617F. Ba/F3 EpoR-JAK2V617F viability, ATP luminescence. inhibition, % at 5.6 µM. 1.1% of 220,000 active. AID 1446;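 active means inhibition above the campaign mean plus 3 SD over all tested compounds, cut at about 24% in these data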;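 further: cytokine-independent growth of Ba/F3 cells driven by EpoR plus mutant JAK2; 0% = DMSO-treated cells and 100% = JAK inhibitor I control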
# Calpain2 inh – inhibitors of pig calpain II; purified calpain II, fluorogenic peptide substrate, 30 min; inhibition, % at 16 µM; 0.37% of 220,000 active; AID 1236;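 active means inhibition above about 50%, limit read from the data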
# PERK inh – blocks human PERK kinase; Q9NZJ5; CHO PERK-DD fusion, SEAP luminescence translation reporter; 0.17% of 220,000 active; inhibition, % at 5.6 µM;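 active means inhibition above the mean inhibition of all tested compounds plus 3 SD, set separately per screening campaign, cut at about 2.9% in these data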;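 further: PERK kinase domain activated by AP20187 dimerizer at 100 nM; 0% = DMSO with dimerizer and 100% = rapamycin at 8.4 µM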
# EP2 mod – EP2 receptor (human) modulation | 0.83% of 260,000 active | P43116 | induction, % at 25 µM | AID 940 | EP2-expressing cells, cAMP HTRF FRET, PGE2 co-stimulation;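 active means compounds whose cAMP rise, as percent of the full-agonist control response, exceeds 60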;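 further: rat C6 glioma line stably carrying human EP2 under a CMV promoter; the protocol text gives 20 µM as final concentration; 100% = response of wells given 1 µM PGE2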
# Target sequence (P43116 whole entry, looked up): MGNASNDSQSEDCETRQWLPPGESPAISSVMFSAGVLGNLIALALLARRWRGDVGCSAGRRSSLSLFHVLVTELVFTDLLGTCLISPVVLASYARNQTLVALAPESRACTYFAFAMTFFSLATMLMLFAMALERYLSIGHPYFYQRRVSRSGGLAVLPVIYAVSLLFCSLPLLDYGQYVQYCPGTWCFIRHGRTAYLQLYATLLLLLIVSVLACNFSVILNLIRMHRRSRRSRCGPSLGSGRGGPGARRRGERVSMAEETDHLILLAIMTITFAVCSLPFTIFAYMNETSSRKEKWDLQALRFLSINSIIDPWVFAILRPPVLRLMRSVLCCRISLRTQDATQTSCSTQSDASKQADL
# zfTRPN1 agonist – activates the zebrafish TRPN1 channel | HEK293 zebrafish TRPN1-YFP, Fluo-8 calcium fluorescence; 100% = response to 87 µM carbachol | activation, % at 3 µM | 0.18% of 220,000 active;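 active means activation above its plate's cutoff, the mean activation of test wells on that plate plus 3 SD, cut at about 19% in these data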;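 further: 0% = DMSO alone and 100% = 87 µM carbachol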
#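 Material: zebrafish TRPN1-YFP in HEK293 cells. Doses: one dose of 3 µM, 0.3% DMSO. Incubation: dye 1 h 37 °C plus 30 min RT. Measured by: intracellular calcium fluorescence with Fluo-8.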
# S1P4 ag – agonists of human S1P4 receptor. O95977. S1P4-expressing cell line, agonist reporter assay. activation, % at 4.98 µM. 0.35% of 220,000 active; in the data active means activation above about 11%;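 further: 0% = DMSO vehicle and 100% = reference agonist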
# BaF3 parental – counter-screen for JAK2V617F inhibitors: parental Ba/F3 viability inhibitors | inhibition, % at 5.6 µM | AID 1486 | CellTiter-Glo ATP luminescence | 1.1% of 220,000 active;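 active means inhibition above a per-campaign cutoff, the mean inhibition of all tested compounds plus 3 SD, cut at about 27% in these data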;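 further: 0% = DMSO wells and 100% = JAK Inhibitor I control wells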
# TRPML3 agonist – agonists of human TRPML3 channel | Q8TDD5 | HEK293 TRPML3-YFP, Fluo-8 calcium fluorescence; 100% = the carbachol control signal | activation, % at 3 µM | 0.29% of 220,000 active;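 active means activation above its plate's cutoff, the mean activation of the plate's test wells plus 3 SD, cut at about 12% in these data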;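 further: 0% = DMSO only wells and 100% = carbachol wells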
#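 system = HEK293 cells stably carrying human TRPML3-YFP | doses = one concentration, 3 µM nominal, 0.3% DMSO | timing = dye loading 1 h 37 °C then 30 min ambient, 125 s read | detection = Fluo-8 calcium dye fluorescence, ex 470-495, em 515-575 nm | benchmarks = high control carbachol 87 µM, low control DMSO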
# An asterisk follows results filed as active; / = no result given; & = joins results of further samples.
mol	S1P4 antag	Ba/F3 V617F tox	Calpain2 inh	PERK inh	EP2 mod	zfTRPN1 agonist	S1P4 ag	BaF3 parental	TRPML3 agonist
Cc1cc(C)n2c(Br)c(CN3CCCC(C)C3)nc2n1 (stereo not given)	-4	0	-219	-0.1	10	0.2	1.3	9	-0.2
CCCSc1ncc(Cl)c(C(=O)Nc2ccc(S(=O)(=O)N3CC(C)OC(C)C3)cc2)n1 (stereo not given)	-13	-3	21	-0.8	12	-0.7	1.1	6	2.1
Cc1cccc(NC(=O)c2ccc(OCC(=O)NCc3ccccc3)cc2)c1C	8	-1	20	-0.3	-22	-1.3	-0.3	2	-1.0
CCCOc1ccccc1-c1nc(SCCC(=O)O)n[nH]1	-23	1	-5	0.6	15	0.1	0.9	7	-0.5
Cn1cc(C(=O)c2ccc(Cl)cc2Cl)cc1C(=O)N/N=C(\N)COc1cccc(C(F)(F)F)c1	5	1	-133	-1.8	-23	-0.9	0.1	3	-0.1
Cc1ccc(Cn2ccc(C3CC3)n2)cc1	-9	1	-7	-0.5	25	-1.2	1.1	7	0.4
NC(=O)C1(N2CCCCC2)CCN(Cc2nc3ccccc3c(=O)[nH]2)CC1	-11	-1	6	-0.1	23	0.2	0.0	2	0.2
CN(C)S(=O)(=O)N1CCN(Cc2ccccc2)CC1	-7	-3	-47	-0.3	2	0.7	-2.8	1	0.4
COc1cc2cc(CN(CCCO)S(=O)(=O)c3ccccc3)c(=O)[nH]c2cc1OC	-11	4	-124	0.3	9	0.5	0.4	17	0.9
CCc1ccc(NC(=O)Cn2nc(C)c([N+](=O)[O-])c2C)cc1	-2	-1	-9	0.4	-6	0.8	-0.1	4	0.5
O=C(O)c1ccc(COc2ccc(CO)cc2Cl)cc1	-24	1	17	1.1	14	-1.7	0.9	3	0.2
Cc1nc(N)sc1C(=O)Nc1ccccc1	-23	1	-15	0.7	8	-1.0	-1.0	4	0.8
O=C(N/N=C/c1ccccn1)c1ccccc1	-11	-1	-10	0.0	-7	-0.4	0.4	-1	0.3
CCC(=C(c1ccc(OC)cc1)c1ccc(OC)cc1)c1cn(CC(O)CN(CCO)CCO)c2ccccc12 (stereo not given)	1	3	-8	0.2	17	-0.6	1.1	4	0.2
COc1ccc(/C=C/C(=O)NCCN=C2NS(=O)(=O)c3ccccc32)cc1	0	-2	2	-0.3	-8	0.3	4.2	7	-0.5
COc1ccc(S(=O)(=O)Nc2cc(Sc3ncn[nH]3)c(O)c3ccccc23)cc1	4	90*	20	-0.6	-32	0.6	4.0	87*	1.3
CC1CCCN(C(=O)CSc2nnc(-c3c[nH]c4ccccc34)o2)C1 (stereo not given)	-10	-1	-23	-1.3	-15	1.9	1.0	2	0.7
CCCC(=O)Nc1nc(C)c(-c2csc(Nc3cc(OC)ccc3OC)n2)s1	-15	4	-32	-1.2	26	-0.4	0.4	6	2.6
O=C(Nc1cccc([N+](=O)[O-])c1)Nc1ccc(Cl)cn1	-4	-3	14	1.0	-24	2.1	0.9	1	1.1
CCCc1nn(C)c(C(N)=O)c1[N+](=O)[O-]	-15	-1	-17	0.8	13	2.5	12*	8	0.8
Cc1cc(C)c2sc(N(CCCN(C)C)C(=O)c3ccc(Br)s3)nc2c1	-28	4	23	0.6	-45	-0.6	-0.6	11	0.9
O=C(Nc1ccc(OC(F)(F)F)cc1)C1CCCN(S(=O)(=O)c2cccnc2)C1 (stereo not given)	-20	-2	22	-0.2	-11	1.5	1.2	-2	1.0
Cc1ccc(NC(=O)CSc2n[nH]c(C)c2[N+](=O)[O-])cc1	-21	1	-8	0.5	-5	1.6	1.9	7	1.6
COc1cc(O)sc1C=Nc1ccc(Cl)cc1	-24	4	13	0.0	5	-1.8	0.2	3	-1.3
CCSCCc1nnc(NC(=O)Nc2cccc(C(F)(F)F)c2)s1	-8	1	30	0.6	-5	0.8	-1.0	5	0.8

# The final 2 records of the part before open the next one:
mol	S1P4 antag	Ba/F3 V617F tox	Calpain2 inh	PERK inh	EP2 mod	zfTRPN1 agonist	S1P4 ag	BaF3 parental	TRPML3 agonist
COc1cc(O)sc1C=Nc1ccc(Cl)cc1	-24	4	13	0.0	5	-1.8	0.2	3	-1.3
CCSCCc1nnc(NC(=O)Nc2cccc(C(F)(F)F)c2)s1	-8	1	30	0.6	-5	0.8	-1.0	5	0.8
CN(C)c1ccc(/C=C/C(=O)c2cc(Cl)ccc2O)cc1	4	-2	20	0.0	-1	4.2	0.2	-1	2.4
CCC(C)OC(=O)C1=C(C)NC(=O)NC1c1ccc(F)cc1 (stereo not given)	-1	0	26	0.1	-34	-1.0	-1.6	9	-0.3
CC(C)(C)SCCNC(=O)c1ccc(NS(C)(=O)=O)cc1	-6	-1	14	1.0	-4	0.0	3.2	3	1.0
CCSc1nnc(Nc2ccc(C)cc2)s1	3	-2	17	0.7	-3	-2.4	1.0	-2	-0.4
COc1ccccc1NS(=O)(=O)c1cccc(NC(=O)NCCCl)c1	-12	-4	-9	-0.7	-26	-0.7	0.2	1	0.7
CCN(CC)CCCN(Cc1cc2cc3c(cc2[nH]c1=O)OCO3)C(=S)Nc1ccccc1OC	4	3	-80	-0.1	-37	0.3	4.5	1	0.3
O=C(/C=C/c1ccccc1)CC(O)(c1ccccc1)C(F)(F)C(F)F (stereo not given)	58*	-4	-24	-0.2	3	-1.4	-3.1	1	4.7
O=S(=O)(/N=C(/NNS(=O)(=O)c1ccccc1)c1ccccc1)c1ccccc1	-14	-4	-37	1.0	38	0.4	-0.3	-1	1.0
O=C(Nc1ccn(C2CC(OC(=O)c3ccccc3)C(CO)O2)c(=O)n1)c1ccccc1 (stereo not given)	2	-1	-11	-0.3	-40	1.9	0.3	4	0.2
CCOc1ccc(S(=O)(=O)Nc2nc3ccccc3nc2N2CCN(C)CC2)cc1	6	-1	-28	-0.4	3	-0.1	-4.7	2	0.8
CC(C)CC(=O)Nc1nc2ccc(S(C)(=O)=O)cc2s1	-17	0	-14	-0.1	-1	0.3	2.4	8	0.9
CNc1nc(-c2cccs2)cc(C(F)(F)F)c1C#N	4	-3	-55	1.0	7	3.2	3.9	-3	-0.6
COc1ccc(Nc2nc3c(C)cccn3c(=O)c2C=NCc2ccccc2)cc1	-1	-1	1	1.4	64*	-0.2	0.3	6	1.5
CCOC(=O)N1CCN(C(=O)CS(=O)Cc2nc(-c3cccc(C)c3)oc2C)CC1 (stereo not given)	-17	-2	-7	0.8	12	0.5	-0.8	8	0.2
CCOC(=O)N1CCN(C(=O)C(=O)N/N=C/c2ccc(OC)cc2OC)CC1	-22	4	23	0.4	-11	0.3	2.9	-4	-0.2
O=C(Nc1ccccc1N1CCCCC1)c1ccccc1F	-22	-2	44	0.6	61*	-0.3	2.1	2	0.2
CC(C)Cn1c([N+](=O)[O-])nc2c1c(=O)[nH]c(=O)n2C	29*	-2	-6	0.0	-1	2.4	-0.9	-2	0.8
Cc1ccc(C(=O)N/C(=C\c2ccco2)C(=O)NCCc2c[nH]c3ccccc23)cc1	0	4	24	-1.0	21	-2.3	-2.0	7	-0.5
CCOc1cc(/C=C/c2ccc3cccc([N+](=O)[O-])c3n2)cc(Cl)c1O	-6	4	-3	0.5	1	0.2	0.8	10	-0.4
CC1(C)OC(=O)C2(Cc3ccccc3N3CCCCC32)C(=O)O1 (stereo not given)	-18	0	17	0.6	5	0.4	-0.5	2	1.4
CC(C(=O)Nc1ccc(N2CCOCC2)cc1)N1C(=O)c2ccccc2C1=O (stereo not given)	-9	-2	17	1.0	13	-0.9	0.0	6	1.3
O=C(NCc1cccs1)C1CCC(CNS(=O)(=O)c2ccccc2)CC1 (stereo not given)	-3	4	8	-0.2	-4	0.7	2.0	7	0.9
CCOC(=O)N1CCN(c2ccc([N+](=O)[O-])cc2F)CC1C (stereo not given)	-6	1	-2	-0.3	-6	0.7	-1.4	4	0.9
COC(=O)c1cc(NS(=O)(=O)c2ccc(N3CCOCC3)c(N)c2)cc(C(=O)OC)c1	-12	-4	4	-0.7	7	-0.8	0.1	1	0.4
Cn1c(=O)c2c(nc(CN3CCC(C(N)=O)CC3)n2CCCc2ccccc2)n(C)c1=O	-9	5	-3	0.1	4	0.8	-2.2	6	-0.3
O=C(c1cnn2c(C(F)F)cc(-c3ccccc3)nc12)N1CCc2ccccc21	4	3	-69	0.5	-56	-0.5	0.0	4	0.4
O=C(Nc1nnc(-c2ccccc2Cl)s1)C1CCN(S(=O)(=O)c2ccc(Cl)cc2)CC1	-15	1	-17	0.4	15	-0.1	-0.8	6	0.5
COc1ccc(CNC(=O)C(OC(=O)c2nsc(Cl)c2Cl)C(C)C)cc1 (stereo not given)	-10	1	14	0.9	7&20	-0.6	3.7	11	-1.2
O=C(OCC(=O)N1CCN(C(=O)c2ccco2)CC1)c1ccccc1OCc1ccc(Cl)cc1	6	-7	-15	-0.1	-12	4.2	-2.1	2	0.0
O=C(O)c1cc2ccc3ccccc3c2[nH]1	-6	-4	-24	1.1	2&-68	1.5	-3.9	0	1.3
CC(=O)N(O)CCCCCNC(=O)CCC(=O)N(O)CCCCCNC(=O)CCC(=O)N(O)CCCCCN	-1	4	12	0.8	7&10	1.8	-1.1	9	0.8
c1ccc2c(c1)cnc1ccccc12	-12	-3	4	0.0	8	-0.4	-0.9	6	0.2
CCC(=O)Nc1ccc(-c2nn3c(C)nnc3s2)cc1	14	1	/	0.8	/	0.9	0.2	6	0.3
CCOc1cccc(/C=N/NC(=O)CC2C(=O)NN=C2C)c1O (stereo not given)	-8	0	-18	1.6	-36	0.8	-1.3	7	0.9
C=CCn1c(C2CC2)n[nH]c1=S	9	1	-21	0.1	30	0.9	2.1	5	1.2
O=C(NCc1ccccc1Cl)C1CCN(c2cnccn2)CC1	-11	-4	-24	-0.4	29	0.1	1.2	1	0.8
c1ccc2c(-c3cc(C4CCNCC4)[nH]n3)cccc2c1	-2	3	23	-0.2	-38	2.1	-0.1	4	0.3
CCOC(=O)c1cc(-c2ccc3c(c2)OCCO3)nc2c1c(C)nn2CCC#N	4	5	/	-2.1	/	0.3	-1.0	5	-0.6
O=C1c2ccccc2C(=O)c2c1ccc1c(=O)n(-c3ccccc3)[nH]c21	-8	-1	2	1.1	14	-0.5	-0.3	6	0.3
O=c1[nH]c(-c2ccccc2)cs1	7	-6	-5	1.1	-10	0.6	2.4	3	-0.5
O=C(COC(=O)Cc1ccc(Br)cc1)NC12CC3CC(CC(C3)C1)C2	0	-5	7	0.9	9	-1.7	-2.5	-1	0.2
O=C(NCc1ccccn1)C(=O)N/N=C/c1ccccc1O	-11	-1	-19	1.6	9	2.2	1.1	-5	0.0
O=C(CCS(=O)(=O)Cc1ccccc1)Nc1nc2c(s1)CCCC2	-23	3	15	-1.0	34	-0.8	2.6	2	0.3
O=C(c1ccc(S(=O)(=O)Nc2ccccc2)cc1)N1CCOCC1	-15	-8	23	0.1	-5	1.7	0.5	-1	0.5
CC(C)c1ccc(NC(=O)CSC(C)c2nc3ccccc3c(=O)[nH]2)cc1 (stereo not given)	-6	-1	-6	0.3	28	-0.6	-0.1	-8	-0.8
